Bioassay records from PubChem BioAssay.
CBFb RUNX1 block – CBF-beta/RUNX1 interaction disruption | Potency, µM (titrated, usually from 59.8 µM), without a hit: top-dose activity, negative = inhibition, hits mostly inhibitors | AlphaScreen CBFb-His/RUNX1-biotin binding, biochemical | 230,000 tested, under 10 active | AID 1477; note: % of control where 0% means no effect
Target sequence (Q01196 whole entry, looked up): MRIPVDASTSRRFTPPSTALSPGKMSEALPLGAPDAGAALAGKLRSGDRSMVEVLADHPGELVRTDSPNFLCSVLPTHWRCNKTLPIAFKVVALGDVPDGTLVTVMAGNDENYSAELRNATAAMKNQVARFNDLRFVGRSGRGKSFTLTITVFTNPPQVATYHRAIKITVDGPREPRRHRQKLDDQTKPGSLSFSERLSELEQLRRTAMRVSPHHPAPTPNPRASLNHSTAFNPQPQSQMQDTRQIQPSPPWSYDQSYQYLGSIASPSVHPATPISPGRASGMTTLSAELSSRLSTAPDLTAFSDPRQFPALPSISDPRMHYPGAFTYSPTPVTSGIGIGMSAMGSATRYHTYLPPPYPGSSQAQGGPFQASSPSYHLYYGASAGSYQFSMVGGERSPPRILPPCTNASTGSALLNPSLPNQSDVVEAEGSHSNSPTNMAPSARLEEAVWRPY
Target sequence (Q13951 whole entry, looked up): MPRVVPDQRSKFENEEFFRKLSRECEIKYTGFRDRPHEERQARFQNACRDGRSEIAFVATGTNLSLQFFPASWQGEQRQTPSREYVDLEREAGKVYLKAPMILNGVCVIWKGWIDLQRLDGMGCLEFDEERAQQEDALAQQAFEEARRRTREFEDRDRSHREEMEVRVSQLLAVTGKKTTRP
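Inhibition was taken as any reduction in AlphaScreen signal from the CBF-beta–RUNX1 pair (His and biotin tags, 30 nM each), measured after compound (15 min) and bead (90 min) incubations at room temperature.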
HttQ103 aggreg – reduces HttQ103-GFP aggregates in PC12 cells | PC12 HttQ103-GFP aggregates, Acumen cytometry, 40 h | Potency, µM (highest dose often 46.1 µM), for the others: top-dose activity change, negative = inhibition, most hits filed as inhibitors | 220,000 compounds, 1.1% hits | AID 1688; note: potency is the fitted concentration of half-maximal effect; % is set by controls: 0 for no effect and ±100 for the full control effect; nearly all actives have a fitted effect of over 60% in size
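Aggregates are detected as GFP objects 1–25 µm with signal 6 STDEV over background in lysates of induced PC12 cells. These carry Huntingtin exon 1 with 103 glutamines fused to GFP under an ecdysone promoter; compounds titrated.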
HTT cytoprotect – cytoprotection in Huntington HTT-Q103 PC12 cell model | PC12 HTT-Q103 induced, cytoprotection, ATP luminescence, 40 h | Potency, µM (highest dose often 56.4 µM), inactives show cytoprotection (ATP increase), most hits filed as activators | 230,000 compounds, 0.14% hits;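 note: potency is the fitted concentration of half-maximal effect; % of control where 0% means no effect; nearly all actives have a fitted effect of over 45% in size; toxic huntingtin expression switched on by the ecdysone agonist tebufenozide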
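Rat PC12, Q103 Htt exon1-GFP fusion, ecdysone promoter; tebufenozide inducer 100 nM final; compound titration; qHTS, 1500 cells/well; ATPlite luminescent read.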
IMPase Li cell – IMPase inhibition in cells with lithium potentiation | CHO-M1 cells, IP1 TR-FRET (IP-One), carbachol + lithium | Potency, µM (doses to about 59.4 µM), inactives show at the highest dose activity, negative = IMPase inhibition, hits mostly inhibitors | 210,000 compounds, 0.35% hits;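 note: IP1 builds up when IMPase is blocked and the TR-FRET signal falls; potency is the fitted concentration of half-maximal effect; plate controls were basal vehicle for no effect and high inhibitor control for full effect; nearly all actives have a fitted effect of over 50% in size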
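Test compounds were applied to CHO-M1 cells previously cultured for 16–30 h at 2000 per well. A small lithium amount accompanied them; after 30 min at 37C, IP1 was quantified by TR-FRET.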
Lamin A splicing – LMNA splicing modulation; HeLa LMNA splicing GFP/RFP minigene ratio, 48 h; Potency, µM (series often up to 46.1 µM), inactives show at the highest dose ratio change, negative = inhibition, actives largely listed as inhibitors; 200,000 compounds, 0.01% hits; AID 1487; active = well fitted inhibition curve with a large enough effect in the signal ratio, with a control signal flat, not every such curve was filed as active; inconclusive = small, poorly fitted or top-dose-only effect, or effect the other way, or a change in a side signal; the % refers to the signal ratio; note: potency is the fitted concentration of half-maximal effect; % is set by controls: 0 for no effect and ±100 for the full control effect
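S3 HeLa cells stably expressing lamin A-EGFP splicing minigene plus DsRed2, 600 cells/well, 48 h compound exposure at 37C. Laser-scanning cytometry; analysed as GFP (500-530 nm)/RFP (575-640 nm) total intensity ratio; 0.5% DMSO vehicle.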
Luc counter – Kinase-Glo luciferase inhibition (counter-screen); 200,000 compounds, 0.28% hits; AID 1379; Q27757; Potency, µM (titrated, usually from 38.3 µM), inactives show at the top dose activity change, negative = inhibition, most hits filed as inhibitors; Kinase-Glo luciferase, ATP luminescence, 8 min; note: potency is the fitted concentration of half-maximal effect; % is set by controls: 0 for no effect and ±100 for the full control effect; nearly all actives have a fitted effect of over 60% in size
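Luminescence was the read-out, taken after 8-minute incubation at ambient temperature. Luciferase turned over luciferin with 10 uM ATP in imidazole pH 7.2 buffer containing KCl, MgCl2, Tween 20 and BSA.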
SMN2 splice up – SMN2 splice variant enhancement | HEK293 SMN2-luciferase splicing reporter, luminescence, 30-36 h | Potency, µM (highest dose often 46.1 µM), for the others: at the top dose activity change, positive = activation, most hits filed as activators | 210,000 compounds, 2.8% hits; note: potency is the fitted concentration of half-maximal effect; % of control where 0% means no effect; nearly all actives have a fitted effect of over 55% in size
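HEK293 cells carry an SMN2 […]–luciferase reporter in which exon 7 inclusion puts luciferase in frame. Cells were plated 10-12 h before compound addition, then incubated 30-36 h at 37C. ONE-Glo luminescence was read; sodium butyrate at 4.5 mM final served as control.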
* = called active by the depositor; ? = inconclusive; . = no result given; [ ] = remark or other dose. Unless noted, calls come from the whole dose curve; as a rule, active = well fitted curve in the direction sought with a large enough effect; inconclusive = small, poorly fitted or top-dose-only effect, or another doubt; inactive = no such curve, though single readings can be large; an effect the other way counts as inactive or inconclusive.

Sequence of screens – Luc counter, Lamin A splicing, SMN2 splice up, HttQ103 aggreg, IMPase Li cell, HTT cytoprotect, CBFb RUNX1 block
O=c1oc2ccc(Br)cc2cc1S(=O)(=O)c1ccc(F)cc1
    0.5%, ?, 25.9%, 4.0%, -4.1%, 18.0%[10 µM], -6.1%
C=CCNC(=O)c1ccc(-c2cccc([N+](=O)[O-])c2)o1
    0.4%, 7.4%[46 µM], 22.4µM*, 9.1%, 2.0%, -48.2%[inhibitor], -2.6%
CC(C)=C1C2CCC1C1C(=O)N(c3nccs3)C(=O)C21 (centres undefined)
    5.9%, -0.2%, 16.9%, 4.6%, -4.2%, 0.1%[0.074 µM], 7.1%
CCN(CCCNC(=O)C1CCN(S(=O)(=O)c2cnc[nH]2)CC1)c1cccc(C)c1
    ., 7.2%, ., 0.4%, ., 7.1%, 0.1%
CC(C)c1ccc(/C=C(\c2nc3ccccc3[nH]2)S(=O)(=O)c2ccccc2)cc1
    0.7%, ?, -119.1%[inhibitor], 5.4%, 22.2%, 5.4%[1.9 µM], 0.8%
O=C(N/N=C/C=C\c1ccccc1[N+](=O)[O-])c1ccccn1
    -1.8%, -5.7%, ?, -18.6%, -6.1%, -1.0%[10 µM], ?
O=C(NCC(=O)N1CC(O)CC1C(=O)N1CC(O)CC1C(=O)OCc1ccccc1)OCc1ccccc1 (centres undefined)
    2.9%, -17.4%[46 µM], 8.5%, 13.9%, 9.8%, -17.5%, 25.7%
Cc1ccc2nc(/C=C/c3cccc(F)c3)ccc2c1
    -3.2%, -11.0%, 10µM*, 20.7%, 3.0%, -3.2%[10 µM], 8.2%
CCOc1ccc(NC(=S)Nc2ccc(OC)cc2)cc1
    3.9%, ., -9.1%, 14.9%, -4.1%, -4.7%, 2.4%
CCc1ccc(S(=O)(=O)Nc2ccc(-c3nc4cccnc4s3)cc2)s1
    3.0%, -10.7%, 15.8µM*, -12.5%, -8.1%[38.3 µM], 7.2%[10 µM], 3.3%
COc1ccc(/C=N/NC(=O)c2ccc(Br)cc2)cc1Cn1cc(Cl)cn1
    3.7%, -4.9%, -8.4%, -8.5%, -3.5%, 5.5%[10 µM], -9.0%
C=C(C)C1CC=C(C)/C(=N/NC(=O)c2ccoc2C)C1 (centres undefined)
    -2.0%, ?, -14.9%, 14.5%, 3.3%, -8.5%[10 µM], -0.7%
O=C1OCCC1Sc1nnc(-c2cccnc2)n1-c1ccccc1F (centres undefined)
    4.9%, -2.3%[9.22 µM], 0.4%, 7.7%, -4.5%, -24.9%, 1.2%
COc1ccc2[nH]c(C(O)(Cc3cccnc3)Cc3cccnc3)cc2c1
    0.8%, -6.7%, 7.4%, 19.5%, 4.7%, 10.6%[10 µM], 9.7%
CCC(C)(C(=O)NC1CCCCC1)N(CC1CCCO1)C(=O)Cc1cccs1 (centres undefined)
    -1.3%, ., -24.5%, -14.5%, 15.9%, -20.9%, 1.4%
CCSc1nnc(Cc2cc(=O)[nH]c(=O)[nH]2)n1-c1cc(C)ccc1C
    -4.4%, 3.7%, -1.6%, 19.1%, 7.8%[38.3 µM], -18.9%[0.074 µM], 4.4%
COc1ccc(OC)c2sc(Cl)nc12
    -1.6%, 7.5%[46 µM], 5.0%, 11.0%, 4.0%, -30.3%, 19.4%
Cc1ccccc1NC(=O)C(=O)NCCc1c[nH]c2ccccc12
    5.0%, ., 26.7%, 2.7%, 3.2%, -15.6%, 21.2%
N#CC(c1ccccc1)N(CCCCl)C(=O)c1ccccc1 (centres undefined)
    1.9%, 11.5%, 2.3%, -6.8%, 12.7%, 3.7%[10 µM], -5.2%
COc1cc(S(=O)(=O)NC2CCCC2)ccc1F
    -3.4%, ?, 9.3%, 9.3%, 8.4%[38.3 µM], 18.9%, 2.1%

The last six entries of the section before lead into the next:
Sequence of screens – Luc counter, Lamin A splicing, SMN2 splice up, HttQ103 aggreg, IMPase Li cell, HTT cytoprotect, CBFb RUNX1 block
CCC(C)(C(=O)NC1CCCCC1)N(CC1CCCO1)C(=O)Cc1cccs1 (centres undefined)
    -1.3%, ., -24.5%, -14.5%, 15.9%, -20.9%, 1.4%
CCSc1nnc(Cc2cc(=O)[nH]c(=O)[nH]2)n1-c1cc(C)ccc1C
    -4.4%, 3.7%, -1.6%, 19.1%, 7.8%[38.3 µM], -18.9%[0.074 µM], 4.4%
COc1ccc(OC)c2sc(Cl)nc12
    -1.6%, 7.5%[46 µM], 5.0%, 11.0%, 4.0%, -30.3%, 19.4%
Cc1ccccc1NC(=O)C(=O)NCCc1c[nH]c2ccccc12
    5.0%, ., 26.7%, 2.7%, 3.2%, -15.6%, 21.2%
N#CC(c1ccccc1)N(CCCCl)C(=O)c1ccccc1 (centres undefined)
    1.9%, 11.5%, 2.3%, -6.8%, 12.7%, 3.7%[10 µM], -5.2%
COc1cc(S(=O)(=O)NC2CCCC2)ccc1F
    -3.4%, ?, 9.3%, 9.3%, 8.4%[38.3 µM], 18.9%, 2.1%
Cc1cc2ccccn2c1C(=O)c1nc(N2CCOCC2)ncc1Cl
    -2.3%, -2.0%, -23.6%, 14.7%, 13.0%[38.3 µM], 27.5%, -14.7%
O=C1COc2ccc(C(=O)CSc3nnc(-c4cccs4)n3Cc3ccccc3)cc2N1
    0.8%, 2.7%, -3.9%, 4.6%, 14.1%[38.3 µM], -21.2%[0.074 µM], -17.5%
CN(CCNC(=O)c1cn(C)c2ccc(S(=O)(=O)N(C)C)cc2c1=O)CCc1ccccc1
    -5.5%, -7.8%, 16.7%, -6.1%, -3.2%[38.3 µM], -1.6%, -2.4%
CCn1c(CNC(=O)Cc2ccc(OC)cc2)n[nH]c1=S
    1.4%, 9.0%[46 µM], -1.9%, 2.5%, 1.2%, -35.3%[inhibitor], 4.2%
CN(C)c1ccc(C2C3CCCc4ccccc4C3=NN2C)cc1 (centres undefined)
    ., -12.1%[46 µM], ., -6.3%[9.22 µM], ., 17.9%[10 µM], -3.3%
CCCCC(=O)NCc1ccccc1Cl
    -0.1%, ., -2.3%, ?, -13.8%, -17.6%, -8.1%
Cc1ccc(OCC(=O)N/N=C\c2c(C)[nH]n(-c3ccccc3)c2=O)c([N+](=O)[O-])c1
    -0.4%, ?, -75.2%[inhibitor], ?, 5.2%, -2.2%[10 µM], ?
COc1ccccc1NC(=S)NCCSc1ccc(C)cc1
    2.0%, ?, 23.5%, -3.9%, 1.6%, -8.1%[10 µM], -3.2%
COc1ccc(NC(=O)CSc2nc3ccccc3c(=O)n2-c2ccc3c(c2)OCO3)c(OC)c1
    -2.0%, 3.8%, -10.4%, 8.8%, -4.1%[38.3 µM], 0.1%, 0.3%
CCCn1c(-c2ccc(F)cc2)nc2c(N(C)CCN(C)C)nc(C)nc21
    -2.3%, ., -15.3%, ., -8.6%, -43.7%[inhibitor], 7.4%
CCOC(=O)c1oc2cc(O)ccc2c(=O)c1-c1csc(C)n1
    -3.4%, 5.8%, -13.5%, 11.0%, -3.5%[38.3 µM], -27.0%, 2.3%
C=CCN1C2CCCC1CC(NC(=S)Nc1ccc(Cl)cc1)C2 (centres undefined)
    2.9%, ?, -22.9%, 7.1%[9.22 µM], 4.3%, 11.6%[10 µM], 3.3%
COc1ccc(OC)c(N=C(N)N=C(N)N)c1
    -2.4%, -11.7%[46 µM], -2.7%, 8.4%, 4.6%, 4.1%[10 µM], 3.0%
Cc1ccc(C(CC(N)=O)c2ccco2)cc1 (centres undefined)
    -3.5%, 9.5%, -8.9%, 3.2%, -10.6%[38.3 µM], 7.5%, -0.7%
COC(=O)c1cc(Cl)c(NC(=O)c2ccc(C(C)(C)C)cc2)cc1OC
    -0.3%, ?, ?, 2.6%, 7.5%, -17.6%[10 µM], 9.2%
O=C(Cc1cccs1)N/N=C/C=C\c1ccco1
    -1.0%, -11.1%, ?, ?, -0.3%, 3.2%[10 µM], ?
O=C1/C(=C\c2cccnc2)CN(Cc2ccccc2)C/C1=C\c1cccnc1
    1.2%, ?, -89.4%[inhibitor], ?, 14.6%, -20.4%[10 µM], -11.2%
CC(/C=N/NC(=O)Cc1cc(=O)[nH][nH]1)=C\c1ccccc1
    -6.6%, ?, -12.7%, -16.6%, 5.0%[38.3 µM], -1.0%, -3.7%
O=C(NN=C1CCCC1)c1n[nH]c2c1CCC2
    ?, ., ., -23.5%[9.22 µM], 0.5%, -41.0%[10 µM], 2.7%
CC(NC(=O)CN1CCCC1)C12CC3CC(CC(C3)C1)C2 (centres undefined)
    0.8%, 16.2%, -13.6%, -8.8%, -17.1%[38.3 µM], -0.4%, -0.3%
N#C/C(=C\c1ccc(-c2cccc([N+](=O)[O-])c2)o1)C(=O)NCCN1CCOCC1
    -4.4%, ?, -6.5%, 3.4%, 29.1%, 11.2%, -10.9%
O=c1c2cccc3c2c(nn1-c1ccccc1)-c1ccccc1-3
    3.5%, -16.6%, 22.7%, 7.5%, 9.3%, 13.7%[10 µM], 19.3%
O=C(Nn1c(C2CCCCC2)nc2ccccc2c1=O)c1ccc([N+](=O)[O-])cc1
    -0.7%, ?, -4.6%, ?, 1.7%, ., 0.6%
Fc1ccc(-c2nnc(CSc3nnc4ccccn34)o2)cc1
    0.4%, -8.7%, ?, 1.6%, -3.2%, 37.3%[10 µM], -1.3%
COc1ccc(/C=N/NC(=O)C2C(=O)NCC2c2ccccc2)c(OC)c1 (centres undefined)
    0.4%, -6.6%, -5.8%, -9.6%, -0.5%, ., 8.0%
CN(C)CCNc1oc(COc2ccc(-c3ccccc3)cc2)nc1C#N
    ., 2.6%, ., 10.5%, ., -32.9%, 1.5%
NC(=O)C1=CN(Cc2ccc(Cl)cc2)CCC1C(F)(F)F (centres undefined)
    ., ., ., -36.5%[9.22 µM], ., -2.8%[10 µM], -1.2%
Cc1c(NC(=O)c2cc(C3CC3)on2)c(=O)n(-c2ccccc2)n1C
    -1.0%, 4.5%, 5.7%, 20.6%, 5.3%[38.3 µM], 4.8%, 1.4%
CC(Oc1ccc(C(C)(C)C)cc1)c1ccnc2nc(/N=C/N(C)C)nn12 (centres undefined)
    -1.7%, -2.5%, -12.4%, -3.3%, 2.9%[38.3 µM], -14.0%, -2.5%
O=c1[nH]cnc(O)c1C(c1ccc(Br)cc1)c1c(O)nc[nH]c1=O
    ., ., ., 17.7%[9.22 µM], ., 9.2%[10 µM], -1.5%
